# dFosB act – activators of mouse delta FosB homodimer | P13346 | purified delta FosB, TAMRA-CDK5 oligo fluorescence polarization; percent of positive-control signal above neutral wells | activation, % at 25 µM | 340,000 compounds, 0.99% hits | AID 493131;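 active = mean activation above about 17%, with every replicate also reaching it, limit read from the data, passing the limit was not always enough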;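 also: fluorescence polarization rise as delta FosB binds a TAMRA Cdk5 AP-1 oligo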
# HTR5A inv ctr – counter-screen for OPRM1-OPRD1 inverse agonists: human HTR5A inverse agonism. HTR5A cell line, luminescence. inhibition, % at 9.3 µM. 340,000 compounds, 0.083% hits; in the data active = inhibition mostly above about 23%, no sharp cut-off; inactive = mostly below about 18%;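 also: 0% = cells with DMSO and 100% = no-cell wells with DMSO; some compounds called inactive have numbers as strong as hits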
# Target sequence (P47898 whole entry, looked up): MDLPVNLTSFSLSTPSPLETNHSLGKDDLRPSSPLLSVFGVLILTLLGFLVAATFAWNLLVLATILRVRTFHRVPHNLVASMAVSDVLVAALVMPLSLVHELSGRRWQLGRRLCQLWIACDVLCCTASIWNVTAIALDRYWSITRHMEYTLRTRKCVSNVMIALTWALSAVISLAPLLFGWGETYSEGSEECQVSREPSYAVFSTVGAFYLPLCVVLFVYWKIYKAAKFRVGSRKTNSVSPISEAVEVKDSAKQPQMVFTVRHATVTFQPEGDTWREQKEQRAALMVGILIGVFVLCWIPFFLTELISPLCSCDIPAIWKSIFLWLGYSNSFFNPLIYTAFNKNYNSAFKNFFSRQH
# PvdQ inh – blocks Pseudomonas aeruginosa PvdQ acylase activity | purified PvdQ acylase, fluorescence plate reader | inhibition, % at 10 µM | 340,000 compounds, 0.063% hits | AID 488965; in the data active = inhibition above about 30%, passing the limit was not always enough;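 also: 0% = vehicle neutral wells and 100% = reference inhibitor wells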
# NSD2 inh – inhibitors of human histone methyltransferase NSD2 | 310,000 compounds, 0.54% hits | NSD2 peptide methylation, AlphaScreen, 120 min | O96028 | inhibition, % at 12.5 µM; in the data active = inhibition above about 50%
# MITF act – activators of MITF-driven TRPM1 promoter activity in SK-MEL-5 cells; SK-MEL-5 TRPM1-promoter luciferase, 24 h; % of positive control, neutral wells = 0; 300,000 compounds, 0.75% hits; activation, % at 12.5 µM;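 active = mean activation of at least 80% with every replicate also reaching 80%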;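 also: 0% = neutral control wells and 100% = parthenolide positive control wells; values of inactives mirror those of a sister screen read the other way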
# CDK5 inh – blocks human CDK5/p35 kinase activity; Q00535+Q15078; Recombinant CDK5/p35, ADP-Glo luminescence, 60 min; inhibition, % at 10 µM; 330,000 compounds, 0.01% hits; AID 488839;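 active = highest replicate inhibition of at least 50% and at least 75% of replicates reaching 50%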;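 also: plate controls were DMSO neutral control for no effect and GW8510 at 10 µM for full effect; many of its hits are not listed in these tables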
# Target sequence (Q00535 whole entry, looked up): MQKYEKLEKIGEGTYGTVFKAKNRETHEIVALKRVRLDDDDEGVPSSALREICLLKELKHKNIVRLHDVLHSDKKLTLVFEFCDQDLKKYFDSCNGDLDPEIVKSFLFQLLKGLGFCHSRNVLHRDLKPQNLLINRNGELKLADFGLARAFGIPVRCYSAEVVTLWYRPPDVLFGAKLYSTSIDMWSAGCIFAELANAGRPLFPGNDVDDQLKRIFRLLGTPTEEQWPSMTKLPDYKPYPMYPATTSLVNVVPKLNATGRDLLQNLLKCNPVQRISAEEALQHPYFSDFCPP
# Target sequence (Q15078 whole entry, looked up): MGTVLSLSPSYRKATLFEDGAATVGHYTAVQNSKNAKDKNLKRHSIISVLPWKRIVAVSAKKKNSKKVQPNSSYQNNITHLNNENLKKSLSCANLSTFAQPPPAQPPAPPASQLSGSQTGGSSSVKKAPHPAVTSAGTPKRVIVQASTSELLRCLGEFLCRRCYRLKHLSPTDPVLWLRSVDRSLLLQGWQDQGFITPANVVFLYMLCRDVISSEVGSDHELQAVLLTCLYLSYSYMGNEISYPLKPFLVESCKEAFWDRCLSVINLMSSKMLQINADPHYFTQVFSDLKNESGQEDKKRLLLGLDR
# HTR5A ag – counter-screen for OPRM1-OPRD1 agonists: human HTR5A agonism. P47898. HTR5A agonist assay, luminescence, cell-based. activation, % at 9.3 µM. 340,000 compounds, 0.61% hits; in the data active = activation mostly above about 9.5%, no sharp cut-off; inactive = mostly below about 7.6%;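 also: 0% = cells with vehicle only and 100% = reference agonist; strong numbers were not always called active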
# V-ATPase pHluor – alters yeast V-ATPase proton transport; S. cerevisiae, pHLuorin cytosolic pH fluorescence; response, % at 10 µM; 350,000 compounds, 0.37% hits; AID 504577; in the data active = response mostly above about 7.3%, no sharp cut-off; inactive = mostly below about 5.4%; also: actives read high; inactives centre near 0; some compounds called inactive have numbers as strong as hits; reference of the scale not given here
# SR-BI DiI inh – mouse SR-BI HDL lipid transfer inhibition. inhibition, % at 12.5 µM. 320,000 compounds, 0.96% hits. Q61009. ldlA[mSR-BI] CHO cells, DiI-HDL uptake fluorescence, 3 h. AID 488896;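 active = mean replicate inhibition of at least 70% and a set share of replicates each scoring 70 or more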;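 also: 0% = median of neutral control wells and 100% = median of positive control wells; values of inactives mirror those of a sister screen read the other way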
# Wnt act – activators of Wnt/beta-catenin signaling; 300,000 compounds, 1.2% hits; activation, % at 9.35 µM; AID 743398; Wnt/beta-catenin reporter cell assay, activator, plate reader; in the data active = activation above about 30%, passing the limit was not always enough;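 also: 0% = neutral control wells and 100% = positive control wells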
# The depositor's hits bear a star; . = no result given.
SMILES,dFosB act,HTR5A inv ctr,PvdQ inh,NSD2 inh,MITF act,CDK5 inh,HTR5A ag,V-ATPase pHluor,SR-BI DiI inh,Wnt act
CC1(C)CC(=O)C/C(=N\NC(=O)c2cccs2)C1,-5,2,-4,1,-5,-0.6,-1,0,-22,.
CSc1nc(C)cc(NC(N)=O)n1,-1,-3,2,0,4,1.2,1,0,-46,.
Cc1ccc(N2C(=O)CC(N(CCc3ccccc3)C(=S)Nc3ccc(N(C)C)cc3)C2=O)cc1 (stereo not drawn),-9,-31,-9,0,14,0.9,4,4,-18,-2
CCCc1cc(=O)[nH]c(SCC(=O)N2CCCC2=O)n1,1,-1,-3,-3,-7,1.7,0,8,-11,4
CCCOc1ccc(Cl)cc1CN1CCOCC1,-10,-4,-2,1,9,0.4,2,-1,-4,.
Cc1nn(-c2ccccc2)c(C)c1C(=O)NNC(=O)C(F)(F)F,-3,11,-8,-3,-1,-3.0,-4,-4,-2,-1
Cc1sc2nc(C(C)C)nc(SCC(=O)N3c4ccccc4CC3C)c2c1C (stereo not drawn),-7,15,-4,-2,1,2.1,5,2,-8,-6
CCOC(=O)C1(Cc2ccccc2)CCCN(CCCn2cccn2)C1 (stereo not drawn),-9,-11,-12,0,-27,-3.2,4,2,4,-1
COc1ccccc1C(=O)Nc1nc2nc(-c3ccccc3)cc(=O)n2[nH]1,-6,22,-11,-2,1,1.8,2,-2,-18,.
Cc1cc2ncn(S(=O)(=O)N3CCOCC3)c2cc1C,-1,3,4,-6,-14,1.4,-1,-2,-1,.
CCOC(=O)c1c(C)[nH]c(C(=O)OCc2ccc(F)cc2)c1C,-4,-24,-10,-1,58,0.5,10,0,10,-1
COc1ccc(C(=O)NNC(=O)c2cccc(F)c2)cc1,0,11,-7,-1,11,1.6,-1,6,-13,1
COc1cc(/C=C2\C(=O)ON=C2c2ccccc2)cc(Cl)c1O,18*,-15,-6,64*,-22,-0.6,0,4,-20,0
Clc1ccc(Cc2noc(Cc3ccccc3)n2)cc1Cl,0,-14,12,-5,10,-1.5,3,-1,-16,.
O=C1C(C2=NC(C(=O)O)C3C(=O)N(c4ccc(Cl)cc4)C(=O)C23)=C(O)c2ccccc21 (stereo not drawn),1,-9,-2,1,2,1.6,3,2,1,.
O=C(O)CCC(=O)N1N=C(c2cccs2)CC1c1ccc(Br)cc1 (stereo not drawn),-1,4,30,-5,-10,-0.1,-1,-2,-6,4
CCOC(=O)C1=C(O)/C(=C\c2sccc2C)N=C1C,-1,-25,-5,3,2,-4.6,0,-1,10,-2
O=C1CC2CC1C(C(=O)O)C2C(=O)O (stereo not drawn),-6,-2,-10,0,-3,-0.5,1,-3,-19,0
CNC(=O)N(O)C1N(NC(=O)Nc2ccccc2)C(=S)SC1(C)C (stereo not drawn),2,-41,-9,-1,-2,-1.1,5,5,-2,0
N#CC1=C(Nc2ccc(Br)cc2)CCC1,-6,-2,1,.,-1,-0.2,1,0,-14,4
Cc1cc(O)c(C=Nc2ccc(N3CCOCC3)cc2)c(C)c1Cl,-4,-4,-9,-3,.,0.0,1,-2,14,0
Fc1cccc(-c2cc3nc4c(c(N5CCC6(CC5)OCCO6)n3n2)CCCC4)c1,-9,-25,-6,-3,45,-12,9,1,39,.
COC(=O)c1cnc(Nc2cc(C)ccc2OC)c2ccccc12,-4,0,-19,-4,-1,0.1,0,1,11,0
CCCCC(=O)Nc1cccc(-c2cn3ccsc3n2)c1,-1,4,2,-4,28,0.6,-2,-4,-5,.
CCOC(=O)c1cc(-c2ccccc2)sc1NC(=O)CSc1nncs1,-3,-11,-5,2,28,-0.7,3,-1,6,.
Cc1ccc(S(=O)(=O)NCC(c2ccco2)N2CCOCC2)cc1 (stereo not drawn),12,2,-12,-3,1,.,5,-1,-17,.
CN(CCO)c1cc(N2CCN(C(=O)c3ccco3)CC2)c2nonc2c1[N+](=O)[O-],-6,5,-1,.,-1,3.0,-1,4,-29,2
CCN(CCNC(=O)C1CCCN(S(=O)(=O)c2cnc[nH]2)C1)c1ccccc1 (stereo not drawn),-2,15,-12,.,5,0.1,-5,-3,8,-5
CC(C)(C)OC(=O)n1cc(CCO)c2ccccc21,-6,11,-1,.,6,1.3,1,4,11,-1
Cc1ccccc1-n1c(=O)cc(N2CCc3ccccc3C2)[nH]c1=O,-2,-3,-7,3,-2,-0.7,0,1,-6,-2
Cc1cc(=O)[nH]c(-c2ccccc2O)n1,5,23,-9,-3,-9,0.4,1,-5,-47,-1
Cc1nn(C)cc1CN(C)C(=O)c1cc(COc2ccc(F)cc2F)on1,3,-21,-4,-3,8,0.3,3,0,-7,-2
Cc1ccc(C2(c3noc(CN4C[C@@H](C)O[C@@H](C)C4)n3)CCCC2)cc1,0,-5,-12,.,-11,1.0,2,1,10,-2
O=C(N/N=C\c1ccco1)Nc1cccc(Cl)c1,-9,-6,-8,2,64,-2.8,1,.,18,48*
O=C(CSCCS(=O)(=O)c1ccc(Cl)cc1)Nc1ccccc1,0,-10,-13,0,0,-0.9,0,1,-13,2
COc1ccccc1CNC(=O)Cn1c(=O)oc2cc(Cl)ccc21,47*,-28,3,-3,-13,-1.3,3,-5,.,-3
Cc1cccnc1NC(=O)CCNC(=O)c1ccccc1Cl,1,-2,-15,0,-3,1.6,4,-1,-36,-1
CCN1CCN(CCC(=O)Nc2ccc(F)c(F)c2)CC1,-5,-31,-7,5,-11,-2.7,8,-1,6,-1
CC(C)Cc1nnc(NC(=O)c2cccc(S(=O)(=O)N3CCOCC3)c2)s1,-8,20,-10,-1,-9,0.3,-8,-4,57,-4
COc1cc(NC(=O)C2CC3CCC2C3)c(OC)cc1Cl (stereo not drawn),3,-4,4,-1,.,-1.9,-5,-2,43,-2
COc1cc(CN2CCNC(=O)C2CC(=O)N2CCCO2)cc(OC)c1 (stereo not drawn),3,2,16,-2,3,-1.2,-1,0,15,0
O=C1c2cnccc2CN1Cc1ccccc1,-2,-23,-12,3,7,0.2,9,4,-13,.
CCC(=O)Nc1ccc(S(=O)(=O)Nc2ncccn2)cc1,-2,-24,-4,-1,-6,-1.3,0,0,-20,-3
O=c1c2cc(NC(=S)NCc3ccccn3)ccc2nc2n1CCCCC2,-4,0,0,1,-10,1.8,0,-1,-12,0
CCN(CC)C(=O)c1nc[nH]c1C(=O)N1CCC(C)CC1,-2,8,-26,.,-1,-2.2,-2,-2,-3,-4
O=C(CSc1nnc(-c2ccccc2)n1-c1ccccc1)N1c2ccccc2Sc2ccccc21,7,6,11,-2,-16,1.3,0,-3,3,1
COc1ccc(CC(=O)NC(C)(C)C)cc1S(=O)(=O)N1CCOCC1,7,16,-12,-3,1,-2.4,-1,0,-11,-2
CCOC(=O)c1cccc(Nc2ncnc3ccc(C)cc23)c1,-36,-7,10,-3,-12,0.1,0,4,34,.
CCC(CC)C(=O)NCc1ccc2c(c1)cc(C)n2C,0,-2,-5,5,.,0.2,1,0,-3,-2
CCOC(=O)Cc1nnc(NC(=O)CSc2nncn2C)s1,3,10,-6,-4,8,-0.9,-4,-1,-23,-1
O=C(Oc1cccnc1)c1ccccc1[N+](=O)[O-],6,8,-14,1,-4,-0.2,3,-2,-21,2
O=C(NC1CCCCC1)c1ccc(S(=O)(=O)NCc2ccco2)cc1,-4,-2,-18,55*,-11,0.2,-1,0,-9,.
COc1ccc(S(=O)(=O)N2CCCN(CC(=O)Nc3cc(NC(C)=O)ccc3OC)CC2)cc1,-3,13,6,4,6,0.6,0,6,0,.
CC(C)c1ccccc1NC(=O)CSc1n[nH]c(=O)n1C1CC1,1,14,-13,-2,7,-0.5,-6,1,-10,0
CCCCC(=O)Nc1ccc2c(c1)nc1n2CCSC1,-1,-15,-6,3,68,2.8,7,-2,23,.
CC(=O)N(c1ccc(C(C)C)cc1)C1C=CS(=O)(=O)C1 (stereo not drawn),3,10,-6,0,-2,-0.2,-3,2,-8,.
COc1cccc(C2=CC(=O)C[C@H](c3ccc(F)cc3)C2)c1,-8,-1,-8,.,7,-1.6,1,-1,17,0
COc1ccc(N2CCN(C(=O)COC(=O)Cc3cccc(OC)c3)CC2)cc1,-3,-17,-5,2,7,-0.4,-3,-6,-13,-2
CC(C)NC(=O)NC(=O)COC(=O)c1ccc(S(=O)(=O)NCc2ccco2)cc1,-11,0,-7,-2,-5,-6.4,0,13,-4,1
O=C(OCC(=O)N1CCC(Cc2ccccc2)CC1)c1cccnc1Cl,-6,-11,5,-2,29,1.2,3,-1,-8,1
C/C(=N\NC(=O)CN1CCCCC1)c1cccc([N+](=O)[O-])c1,-2,-7,-15,-1,38,-0.3,5,0,3,4
O=C(c1ccc(Oc2ccc(Cl)cc2)c([N+](=O)[O-])c1)N1CCCC1,-3,-43,7,7,-16,0.3,11*,4,15,-1
O=C1C2CCCCN2C(=O)N1CCCCN1CCN(c2ccccc2Oc2ccccc2)CC1 (stereo not drawn),-4,-18,-8,6,0,-1.4,4,3,20,-3

# Exported as tab-separated lines: eleven of the compounds above
mol	dFosB act	HTR5A inv ctr	PvdQ inh	NSD2 inh	MITF act	CDK5 inh	HTR5A ag	V-ATPase pHluor	SR-BI DiI inh	Wnt act
O=C(CSc1nnc(-c2ccccc2)n1-c1ccccc1)N1c2ccccc2Sc2ccccc21	7	6	11	-2	-16	1.3	0	-3	3	1
COc1ccc(CC(=O)NC(C)(C)C)cc1S(=O)(=O)N1CCOCC1	7	16	-12	-3	1	-2.4	-1	0	-11	-2
CCOC(=O)c1cccc(Nc2ncnc3ccc(C)cc23)c1	-36	-7	10	-3	-12	0.1	0	4	34	.
CCC(CC)C(=O)NCc1ccc2c(c1)cc(C)n2C	0	-2	-5	5	.	0.2	1	0	-3	-2
CCOC(=O)Cc1nnc(NC(=O)CSc2nncn2C)s1	3	10	-6	-4	8	-0.9	-4	-1	-23	-1
O=C(Oc1cccnc1)c1ccccc1[N+](=O)[O-]	6	8	-14	1	-4	-0.2	3	-2	-21	2
O=C(NC1CCCCC1)c1ccc(S(=O)(=O)NCc2ccco2)cc1	-4	-2	-18	55*	-11	0.2	-1	0	-9	.
COc1ccc(S(=O)(=O)N2CCCN(CC(=O)Nc3cc(NC(C)=O)ccc3OC)CC2)cc1	-3	13	6	4	6	0.6	0	6	0	.
CC(C)c1ccccc1NC(=O)CSc1n[nH]c(=O)n1C1CC1	1	14	-13	-2	7	-0.5	-6	1	-10	0
CCCCC(=O)Nc1ccc2c(c1)nc1n2CCSC1	-1	-15	-6	3	68	2.8	7	-2	23	.
CC(=O)N(c1ccc(C(C)C)cc1)C1C=CS(=O)(=O)C1 (stereo not drawn)	3	10	-6	0	-2	-0.2	-3	2	-8	.

# Screening results (PubChem)
